# Mito fusion act = qHTS Assay for Small Molecule Inhibitors of Mitochondrial Division or Activators of Mitochondrial Fusion. S. cerevisiae fusion-defective mutant growth rescue, CellTiterGlo 48 h. Potency, µM (titrated, usually from 46.1 µM), inactives show top-dose growth rescue (activation), usual class: activators. actives 0.23% (n = 320,000);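 also: potency is read from the fitted curve at half-maximal effect; % of control where 0% means no effect; nearly all actives have a fitted effect of over 45% in size; temperature-sensitive fusion mutants such as fzo1-1 at 37 °C on non-fermentable ethanol glycerol medium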
#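 Yeast fusion mutant, YPEG (non-fermentable carbon), compound, 48 h at 37C non-permissive; CellTiterGlo added, 10 min RT, luminescence read. Rescued growth = division inhibition.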
# ASM inhibitor = Inhibitors of Secretory Acid Sphingomyelinase (S-ASM): qHTS; Sphingomyelin phosphodiesterase (Homo sapiens), P17405; actives 0.006% (n = 340,000); placental ASM, HMU-PC fluorogenic substrate, 60 min; Potency, µM (series often up to 57.5 µM), without a hit: top-dose activity change, negative = inhibition, most hits filed as inhibitors; AID 504937, 2011; also: potency is read from the fitted curve at half-maximal effect
# Target sequence (P17405 47-631 limits assumed): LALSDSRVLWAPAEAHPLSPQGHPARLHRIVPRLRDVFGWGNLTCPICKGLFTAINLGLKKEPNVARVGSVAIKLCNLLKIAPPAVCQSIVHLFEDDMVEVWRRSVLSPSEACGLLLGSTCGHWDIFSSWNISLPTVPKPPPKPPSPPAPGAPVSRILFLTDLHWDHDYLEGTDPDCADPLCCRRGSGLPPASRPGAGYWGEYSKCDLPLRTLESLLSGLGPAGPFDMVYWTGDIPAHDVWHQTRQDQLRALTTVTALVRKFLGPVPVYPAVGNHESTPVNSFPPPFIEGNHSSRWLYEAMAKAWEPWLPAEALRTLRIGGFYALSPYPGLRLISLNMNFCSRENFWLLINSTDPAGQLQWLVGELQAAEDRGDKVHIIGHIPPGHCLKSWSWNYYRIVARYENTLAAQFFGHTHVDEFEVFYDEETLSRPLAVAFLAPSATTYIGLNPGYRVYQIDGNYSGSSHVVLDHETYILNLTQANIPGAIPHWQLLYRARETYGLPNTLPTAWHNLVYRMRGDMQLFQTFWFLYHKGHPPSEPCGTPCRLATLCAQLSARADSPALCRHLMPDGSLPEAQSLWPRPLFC
#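 Fluorogenic HMU-PC substrate (9 uM final) is turned over by placental ASM in 60 min at 37 C after a 10 min compound preincubation. Reaction ended by alkaline stop (pH 10), with fluorescence read at 386/447 nm.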
# TSHR antagonist = Antagonists of the Thyroid Stimulating Hormone Receptor: HTS campaign; Thyrotropin receptor (Homo sapiens), P16473; TSHR-expressing cells, TSH-stimulated cAMP HTRF, 2 h; stronger effect = lower value; activity change, negative = inhibition, % at 11.5 µM; actives 0.2% (n = 330,000);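 active = activity change below a set negative limit, meaning inhibition stronger than a set level, cut at about -70% in these data; inconclusive = activity change between two set negative limits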; also: % is scaled to controls: 0 for no effect and ±100 for the full control effect
#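 Cell-based HTRF cAMP assay; TSHR cells + compound, TSH EC80 (4nM final), 2 h, 37 deg C. Lysis with anti-cAMP cryptate and cAMP-d2, 30 min RT, read 665/620 nm.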
# TCR activator = Activators of T cell receptors: qHTS campaign; 330,000 tested, under 10 active; AID 504894, 2011; Potency, µM (series often up to 9.22 µM), for the others: at the highest dose activation of IL-2 secretion, hits mostly activators; primary human leukocytes, anti-CD3, IL-2 HTRF, 48 h; also: % of control where 0% means no effect
#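 Using a-CD3 beads without co-stimulation, primary human leukocytes were exposed to compounds for 48 hr. An HTRF IL-2 kit measured the cytokine, with europium-to-d2 energy transfer producing emission at 665nm upon 320nm excitation.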
# a7 integrin act = qHTS for Activators of Integrin-Mediated Alleviation for Muscular Dystrophy. alpha7betagal myoblasts, beta-gal FDG fluorescence, 48 h. actives 0.064% (n = 350,000). AID 624291, 2012. Potency, µM (titrated, usually from 38.3 µM), for inactives: at the top dose activation, actives largely listed as activators;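 also: potency is read from the fitted curve at half-maximal effect; 100% = response of the positive control SU9516; nearly all actives have a fitted effect of over 60% in size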
#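 alpha7betagal+/- myoblasts (passage 13, 250/well) treated 48 h at 37C with compounds at 1:260 dilution of DMSO stock. Lysed, then beta-galactosidase activity read as FDG fluorescence (ex 480/em 540) after 30 min, with pre-read for autofluorescence.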
# Eya2 inh = qHTS Assay for Inhibitors of the Phosphatase Activity of Eya2 | Protein phosphatase EYA2 (Homo sapiens), O00167 | recombinant Eya2, OMFP fluorescence dephosphorylation (OMFP is methylfluorescein phosphate) | Potency, µM (top dose mostly 76.9 µM), inactives show at the top dose activity, negative = inhibition, usual class: inhibitors | actives 0.006% (n = 330,000); also: potency is read from the fitted curve at half-maximal effect; % is scaled to controls: 0 for no effect and ±100 for the full control effect
#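 Eya2 protein (added as 0.2 uM solution) was preincubated with compound for 10 min at ambient temperature in 50 mM HEPES pH 7.5, 50 mM NaCl, 5 uM MgCl2, 0.05% BSA, 1 mM DTT. OMFP (added at 50 uM) then reacted 10 min; fluorescence read at 485/525 nm.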
# PTAP TSG101 blk = qHTS Assay for Iinhibitors of HIV-1 Budding by Blocking the Interaction of PTAP/TSG101. Tumor susceptibility gene 101 protein (Homo sapiens), Q99816. Potency, µM (doses to about 115 µM), for inactives: at the highest dose activity change, negative = inhibition, hits mostly inhibitors. AID 493005, 2010. Fluorescence polarization, FITC-PTAP peptide / Tsg101 binding. 340,000 tested, under 10 active; active = well fitted inhibition curve with a large enough effect in the main read-out, with a control signal flat, not every such curve was filed as active; inconclusive = small, poorly fitted or top-dose-only effect, or effect the other way, or a change in a side signal; inactive = no such curve, though single readings can be large or run the other way; also: potency is read from the fitted curve at half-maximal effect; % of control where 0% means no effect
# Target sequence (Q99816 whole entry, looked up): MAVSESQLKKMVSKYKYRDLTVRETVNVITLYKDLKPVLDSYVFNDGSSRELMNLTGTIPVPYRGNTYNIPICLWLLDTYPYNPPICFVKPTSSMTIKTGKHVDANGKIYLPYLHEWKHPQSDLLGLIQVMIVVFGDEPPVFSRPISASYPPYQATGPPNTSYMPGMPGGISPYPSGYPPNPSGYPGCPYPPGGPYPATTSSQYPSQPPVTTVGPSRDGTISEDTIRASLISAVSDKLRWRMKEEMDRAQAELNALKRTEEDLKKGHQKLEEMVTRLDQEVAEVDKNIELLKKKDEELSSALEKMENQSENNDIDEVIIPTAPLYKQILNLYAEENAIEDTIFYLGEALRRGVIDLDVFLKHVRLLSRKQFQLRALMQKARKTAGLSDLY
#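 Fluorescence polarization binding of Tsg101 binding domain (10 uM final) to FITC-labeled PTAP peptide (50 nM final) in HEPES pH 7.5 buffer with NaCl, Tween 20, EDTA, TCEP. Compounds added before peptide; binding 20 min at RT.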
# An asterisk follows results filed as active; ? = inconclusive; / = no result given; & = joins results of further samples; [ ] = dose if it differs, or a comment. Unless noted, calls follow the shape of the dose curve; as a rule, active = well fitted curve in the direction sought with a large enough effect; inconclusive = small, poorly fitted or top-dose-only effect, or another doubt; inactive = no such curve, though single readings can be large; an effect the other way counts as inactive or inconclusive. Not all compounds are listed (hit frequency here may not be typical).
SMILES,Mito fusion act,ASM inhibitor,TSHR antagonist,TCR activator,a7 integrin act,Eya2 inh,PTAP TSG101 blk
CC(C)(O)[C@@H]1C2OC(=O)[C@@H]1[C@]1(O)C[C@H]3O[C@]34C(=O)O[C@H]2[C@]14C (tested in a mixture with another compound),-4%,/,-13,/,/,-2%,/
COc1nc(C)nc(NC(=O)NS(=O)(=O)c2ccccc2Cl)n1,/,-2%,/,9%,/,/,1%
CCOP(=S)(OCC)Oc1cc(C)nc(C(C)C)n1,/,-4%,/,2%,/,/,0%
CN=C1CN(O)C(c2ccccc2)=c2cc(Cl)ccc2=N1,/,0%,/,6%,/,/,-1%
NCC(=O)c1ccccc1,/,1%,/,1%,/,/,-1%
CC[C@H]1OC(=O)C[C@@H](O)[C@H](C)[C@@H](O[C@@H]2O[C@H](C)[C@@H](O[C@H]3C[C@@](C)(O)[C@@H](O)[C@H](C)O3)[C@H](N(C)C)[C@H]2O)[C@@H](CC=O)C[C@@H](C)C(=O)/C=C/C(C)=C/[C@@H]1CO[C@@H]1O[C@H](C)[C@@H](O)[C@@H](OC)[C@H]1OC,/,-1%,/,-2%,/,/,1%
COc1ccc(C[C@H]2NC[C@H](O)[C@H]2OC(C)=O)cc1,/,-1%,/,2%,/,/,6%
CCN1C[C@@]2(COC)C3[C@@H](OC)[C@H]4[C@@H]1[C@@]3(C1C[C@@]3(O)[C@H](OC(=O)c5ccccc5)C1[C@]4(OC(C)=O)[C@@H](O)[C@H]3OC)[C@@H](OC)C[C@H]2O (stereo partly drawn),/,2%,/,-4%,/,/,-6%
CC(C)(O)C1C2OC(=O)C1C1(O)CC3OC34C(=O)OC2C14C (stereo not drawn),/,-3%,/,-3%,/,/,-1%
COc1cccc2c1O[C@H]1C(=O)CC[C@H]3CN(C)CCC231 (stereo partly drawn),/,2%,/,12%,/,/,1%
O=C(O)C(Cl)(Cl)Cl,/,3%,/,9%,/,/,0%
COP(=O)(NC(C)=O)SC (stereo not drawn),/,20%,/,7%,/,/,2%
Nc1ccc(Cc2ccc(N)c(Cl)c2)cc1Cl,/,-4%,/,-4%,/,/,3%
NC(=O)OCCCc1ccccc1,/,-4%,/,7%,/,/,0%
O=C1c2ccccc2-c2cccc3cccc1c23,/,40%,/,-4%,/,/,-19%
CCOC(=O)c1cccc(NC(=O)c2c(O)[nH]c(=O)[nH]c2=O)c1,/,6%,/,-19%,-4%,/,/
CCN1C[C@@]2(COC)C3[C@@H](OC)[C@H]4[C@@H]1[C@@]3(C1C[C@H]3[C@H](O)C1[C@]4(O)C[C@H]3OC)[C@@H](OC)C[C@H]2O (stereo partly drawn),/,-1%,/,0%,19%,/,-1%
O=C1CN=C(c2ccccc2Cl)c2cc(Br)ccc2N1,/,5%,/,7%,-16%,/,0%
CC1=CC2OC3CC4OC(=O)C=CC=CC(C(C)O)OCC(O)C(C)CC(=O)OCC2(CC1O)C4(C)C31CO1 (stereo not drawn),/,1%,/,-4%,?,/,-8%
COC(=O)C1=CO[C@@H](C)[C@@H]2CN(CCc3c[nH]c4ccccc34)CC[C@H]12,/,-1%,/,11%,0%,/,-1%
COC(=O)C1=C(c2cc3ccccc3s2)C[C@@H]2CC[C@H]1N2C(=O)NC1CCCCC1,/,-6%,/,3%,-6%,/,0%
COC(=O)C1=C(c2cc3ccccc3s2)C[C@@H]2CC[C@H]1N2C(=O)NCc1cccc2ccccc12,/,-9%,/,-4%,12%,/,-6%
N#CC1c2ccccc2-n2nncc2CN1C(=O)CCc1ccccc1 (stereo not drawn),/,6%,/,-2%,7%,/,-1%
COC(/C(C)=C/C=C/C(C)=C/c1coc(C)n1)C(C)C1CC(O)C2(C)OC2C=CC(C)C2CC(CC(=O)O2)CC2OC2C(=O)O1 (stereo not drawn),/,3%,/,2%,-49%[inhibitor],/,-4%
CN/C=C(/Cl)P(=O)(OC(C)C)OC(C)C,/,8%,/,-1%,0%,/,-3%
COC(=O)C1=C(c2ccccc2)C[C@@H]2CC[C@H]1N2C(=O)NC(C)C,/,9%,/,-5%,-3%,/,1%
Cc1[nH]c2ccccc2c1CN1CCCCC1,/,0%,/,2%,-54%[inhibitor],/,0%
COC(=O)C1=C(c2cc3ccccc3o2)C[C@@H]2CC[C@H]1N2C(=O)N1CCOCC1,/,-2%,/,8%,0%,/,-4%
Cc1ccccc1CN1Cc2cnnn2-c2ccccc2C1C#N (stereo not drawn),/,3%,/,2%,-39%,/,-2%
C[C@]12C=CC(=O)C=C1CC[C@@H]1[C@@H]2CC[C@]2(C)C(=O)CC[C@@H]12,/,2%,/,7%,7%,/,-4%
C#CC1(O)CCC2C3CCC4=CC(=O)CCC4=C3C=CC21C (stereo not drawn),/,33%[activator],/,-3%,-38%,/,-2%
CCC1(c2ccccc2)C(=O)NC(=S)NC1=O,/,7%,/,-3%,22%,/,-5%
C=C1C(=O)[C@@]23C[C@H]4[C@@H]5[C@@]6(C)CCC[C@@]57[C@@H]2[C@@H](O)[C@@H]1C[C@H]3[C@H]7N4C6,/,-5%,/,-2%,-54%[inhibitor],/,-13%
COC(=O)[C@@H]1C[C@]2(C(=O)O)c3ccccc3N(OOSc3ccccc3)[C@@H]2N1C(=O)OC,/,6%,/,10%,15%,/,-1%
O=c1c([N+](=O)[O-])cn(O)cc1[N+](=O)[O-],/,-17%,/,3%,-14%,/,0%
C=CCN(CC=C)C(=O)CCN1CC1C (stereo not drawn),/,3%,/,3%,-6%,/,-6%

# Of the compounds above, three have an aryl methoxy group:
SMILES,Mito fusion act,ASM inhibitor,TSHR antagonist,TCR activator,a7 integrin act,Eya2 inh,PTAP TSG101 blk
COc1nc(C)nc(NC(=O)NS(=O)(=O)c2ccccc2Cl)n1,/,-2%,/,9%,/,/,1%
COc1ccc(C[C@H]2NC[C@H](O)[C@H]2OC(C)=O)cc1,/,-1%,/,2%,/,/,6%
COc1cccc2c1O[C@H]1C(=O)CC[C@H]3CN(C)CCC231 (stereo partly drawn),/,2%,/,12%,/,/,1%

# (cont.)
SMILES,Mito fusion act,ASM inhibitor,TSHR antagonist,TCR activator,a7 integrin act,Eya2 inh,PTAP TSG101 blk
CC1c2ccccc2-n2nncc2CN1C (stereo not drawn),/,2%,/,1%,-7%,/,-3%
N#Cc1c(Br)n(C2OC(CO)C(O)C2O)c2ncnc(N)c12 (stereo not drawn),/,4%,/,-1%,-59%[inhibitor],/,-6%
Cc1ccccc1-c1ccc2n1Cc1cnnn1-c1ccccc1-2,/,5%,/,0%,-10%,/,1%
CN(C)Cc1c[nH]c2ccc([N+](=O)[O-])cc12,/,0%,/,2%,3%,/,-2%
CC1(C(=O)O)CCCC2(C)c3cc(O)ccc3CCC12 (stereo not drawn),/,-7%,/,1%,7%,/,-10%
COC(=O)C1=C(c2cccc(OC)c2OC)C[C@@H]2CC[C@H]1N2C(=O)NC1CCCCC1,/,1%,/,0%,5%,/,-4%
O=C(Cc1c[nH]c2ccccc12)NNCc1ccc(N(CCCl)CCCl)cc1,/,-10%,/,-2%,-31%,/,0%
COc1ccc(C2=CC(c3ccc4c(c3)OCO4)c3c(c4ccccc4oc3=O)O2)cc1OC (stereo not drawn),/,-5%,/,3%,-8%,/,0%
CCCCOC(=O)c1ccc(NC(=O)c2c(O)[nH]c(=O)[nH]c2=O)cc1,/,5%,/,-2%,-5%,/,-4%
COc1cccc2c1N=C1CCCC3CN(C(C)=O)CCC123 (stereo not drawn),/,2%,/,-1%,-11%,/,-6%
CC1c2ccccc2-n2nncc2CN1CC1CCCCC1 (stereo not drawn),/,5%,/,2%,-19%,/,-8%
O=C(NN=Cc1ccc(N(CCCl)CCCl)cc1)c1cccc([N+](=O)[O-])c1,/,-6%,/,-5%,-15%,/,-2%
CN(C)c1ccc(C=C2C(=O)NC(=O)NC2=O)cc1,/,-1%,/,-7%,2%,/,-3%
CCOC(=O)C1(c2ccccc2)CCN(CC(=O)c2ccc(NC(C)=O)cc2)CC1,/,-1%,/,1%,22%,/,1%
CC(=O)OC1C2(CC3N4C(=O)C5(CO)SSC4(CC31O)C(=O)N5C)OC(C)C(C)(C)C2=O (stereo not drawn),/,0%,/,7%,?,/,0%
O=Nc1c(O)c2ccccc2c2ccccc12,/,-7%,/,4%,-40%[inhibitor],/,-1%
O=[N+]([O-])c1ccc(C(=Nc2ccccc2)N2CC2)cc1,/,1%,/,5%,4%,/,-1%
COC(=O)C1=C(c2ccc(S(C)(=O)=O)cc2)C[C@@H]2CC[C@H]1N2C(=O)NCCO,/,2%,/,-4%,0%,/,-3%
COc1cc2c(cc1OC)C13CCN4CC5=CCOC(CC(=O)O)C(C5CC41)C3N2 (stereo not drawn),/,8%,/,5%,2%,/,-6%
CCCCCCCCCCCCCCCC[n+]1ccccc1,/,?,/,0%&-1%,-65%[inhibitor],/,0%&2%
C=C1C(C)C2C(Cc3ccccc3)NC(=O)C23OC(=O)/C=C/C(O)CCCC(C)C/C=C/C3C1O (stereo not drawn),/,1%,/,2%,-46%[inhibitor],/,-5%
CC1(O)CCC2C3CCC4=CC(=O)CCC4(C)C34OC4CC21C (stereo not drawn),/,3%,/,-10%,2%,/,-2%
CC[C@H]1CN2CC[C@@]3(C(=O)Nc4ccccc43)[C@@H]2C[C@@H]1/C(=C\OC)C(=O)OC,/,-1%,/,4%,1%,/,0%
CSc1ccc(CN2CCN(C(=O)Cc3ccccc3)CC2)cc1,/,2%,/,-6%,5%,/,-3%
C=C1C(=O)OC2CC3(C)OC3CCC(C)=CC(OC(C)=O)C12 (stereo not drawn),/,4%,/,3%,-52%[inhibitor],/,-2%
CCOC(=O)c1cc2c(cn1)[C@@H](CCO)NC2,/,10%,/,-5%,-19%,/,-1%
COC(=O)C1=C(c2ccccc2)C[C@@H]2CC[C@H]1N2C(=O)N1CCCCC1,/,1%,/,0%,3%,/,-4%
ClCCN(CCCl)c1ccc(C2=NCCc3ccccc32)cc1,/,0%,/,-6%,-46%[inhibitor],/,-1%

# Screening data: PubChem, National Center for Advancing Translational Sciences (NCATS)
